TIM10 inh: TIM10 yeast growth inhibition; inhibition, % at 10 µM; AID 463195; S. cerevisiae TIM10 strain growth, BacTiter-Glo luminescence, 24 h; actives 1.4% (n = 330,000);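 active = inhibition of 40% or more at the single tested concentration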;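 also: wild-type TIM10 isogenic control strain grown at permissive 25 °C; 0% = DMSO yeast wells and 100% = minimal medium wells without yeast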
UPR CHOP act: activators of apoptotic arm of unfolded protein response (CHOP); CHO-CHOP luciferase reporter, UPR activation, luminescence; percent of tunicamycin response over DMSO baseline; actives 0.34% (n = 330,000); activation, % at 10 µM;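 active = at 10 µM dose, activation of 40% or more, normalized to positive control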;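 also: 100% = tunicamycin at 10 µg/mL and 0% = DMSO alone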
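System: CHO CHOP reporter cells. Amount: 500 cells per well. Buffer or medium: F12 medium, 10% FBS. Compound dosing: one dose, 10 µM in 0.5% DMSO. Incubation: 6 h compound exposure at 37 °C after overnight seeding. Technique: Steady-Glo luciferase luminescence. Benchmarks: tunicamycin and DMSO controls.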
XBP1 UPR activ: activators of adaptive arm of unfolded protein response (XBP1) | CHO-XBP1 luciferase reporter, IRE1-XBP1 UPR activation, luminescence; percent of tunicamycin response, DMSO as zero | activation, % at 20 µM | actives 0.33% (n = 330,000) | AID 463104;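 active = versus positive control, 20 µM dose yields 30% or more activation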;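 also: 100% = tunicamycin at 10 µg/mL and 0% = DMSO only wells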
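Assay system: CHO-XBP1 luciferase reporter cells; Schedule: 6 h treatment, 37 °C; Detection: glow luminescence from Steady-Glo reagent; Benchmarks: high control tunicamycin 10 µg/mL final, low control DMSO vehicle only.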
tim23-1 inh: tim23-1 yeast growth inhibition; actives 1.3% (n = 330,000); S. cerevisiae tim23-1 growth, BacTiter-Glo luminescence, 24 h; inhibition, % at 20 µM;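 active = growth inhibition of the mutant yeast at or above 50%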;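 also: temperature-sensitive mutant grown at 25 °C; plate controls were DMSO-treated mutant yeast for no effect and medium wells lacking yeast for full effect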
Mdm2-MdmX inh: disrupts the human Mdm2-MdmX interaction | SaOS-2 split-luciferase Mdm2/MdmX complementation, luminescence | O15151+Q00987 | AID 485346 | inhibition, % at 8 µM | actives 3% (n = 330,000);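 active = inhibition of at least 50% at 8 µM in the primary screen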
tim10-1 inh: inhibits growth of tim10-1 mutant yeast; S. cerevisiae tim10-1 ts strain growth, BacTiter-Glo, 24 h; inhibition, % at 20 µM; actives 2.2% (n = 330,000);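 active = inhibition of at least 40%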;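 also: mutant grown at 25 °C; 0% = DMSO wells with yeast and 100% = wells holding no yeast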
APJ agonist: APJ receptor agonism | CHO-K1 APJ PathHunter beta-arrestin, luminescence; 0% DMSO wells, 100% apelin | activation, % at 20 µM | actives 0.11% (n = 330,000);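 active = activation more than six SD over the plate average, tested at 20 µM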;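 also: 0% = DMSO alone and 100% = apelin-13 at 10 nM; some results filed as inactive read as strong as hits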
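Material: engineered CHO-K1 APJ arrestin reporter cells; amount: 1000 CHO-K1 reporter cells seeded per well; incubation: compound stimulation 90 min at 25 °C, detection 60 min; signal: luminescent beta-gal fragment complementation, chemiluminescent substrate; read-out basis: APJ agonist activity; controls: DMSO-only wells as negative, 10 nM Apelin-13 as positive control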
NALP3 yeast inh: inhibitors of NALP3 inflammasome in yeast. actives 0.39% (n = 330,000). Yeast reconstituted NLRP3/ASC/caspase-1, beta-gal luminescence, 24 h. inhibition, % at 10 µM. AID 2825;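 active = inhibition of 50% or more; inactive = inhibition below 50%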;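 also: plate controls were induced DMSO wells for no effect and uninduced yeast grown without galactose for full effect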
GRIN3A LBD mod: modulates the human NR3A ligand-binding domain. NR3A LBD differential scanning fluorimetry, Tm shift; 0% = protein alone, 100% = glycine-bound protein. Tm shift relative to glycine control, % at 25 µM. actives 2.5% (n = 340,000). AID 1259313;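 active = melting temperature shift of at least 10% of the positive control shift, at one fixed dose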
Active calls of the source: *; · = not tested or not shown.

SMILES | TIM10 inh | UPR CHOP act | XBP1 UPR activ | tim23-1 inh | Mdm2-MdmX inh | tim10-1 inh | APJ agonist | NALP3 yeast inh | GRIN3A LBD mod
CSc1nc(C)c(CCOCc2ccccc2)c(=O)[nH]1 | -27 | 0.3 | 0 | 18 | 3 | 18 | -2 | 6 | 2
CC(C)Cn1c(N)c(C(=O)CSc2nnc(C3CC3)n2C2CC2)c(=O)n(C)c1=O | 5 | 0.5 | -1 | 22 | 20 | 13 | 0 | 8 | 0
CCOC(=O)N1CCN(C(=S)Nc2ccccc2C(C)C)CC1 | -17 | 1.0 | -2 | 9 | -19 | 8 | 1 | -2 | 1
CCc1nnc(SCc2cccc(F)c2)nc1CC | -18 | 0.7 | 2 | 18 | 23 | 5 | -2 | 41 | -2
CCOC(=O)c1cc(-c2ccccc2)nn1CCC#N | -3 | 1.3 | 1 | 3 | -9 | 15 | -1 | -3 | -1
Cc1ccc(NC(=O)Nc2cc(S(=O)(=O)N(C)C)ccc2C)cc1 | 16 | 3.6 | 5 | 14 | -1 | 4 | -3 | 12 | -2
CCOC(=O)c1c(C)[nH]c(C(=O)COC(=O)COc2ccccc2C)c1C | 22 | -3.7 | -3 | 25 | -2 | 13 | -3 | 17 | -5
CCC(C)(C)n1nnnc1C(C(C)C)N1CCN(C)CC1 (centres undefined) | -14 | -1.1 | 0 | -2 | -12 | 3 | -2 | -5 | 0
COc1ccc(C2(O)CCN(C(=O)c3c(F)cccc3F)CC2)cc1 | 3 | 0.5 | 0 | 19 | 31 | 12 | -1 | -8 | -1
CCC(C)(C)n1nnnc1C(c1ccc(C)cc1)N1CCN(Cc2cccnc2)CC1 (centres undefined) | 7 | -1.6 | 1 | -3 | -3 | -1 | 1 | 6 | -3
Cc1cccc(NC(=O)c2ccc(NCC3CCCO3)c([N+](=O)[O-])c2)n1 (centres undefined) | 10 | 1.8 | 1 | 3 | -22 | 13 | 0 | 19 | 0
O=C(CSc1nccn(-c2ccc(Br)cc2)c1=O)NCc1ccccc1 | -16 | -1.7 | -1 | 14 | -7 | 27 | 9 | 17 | -1
CCCn1c(CNC(=O)Cc2ccccc2)nc2ccccc21 | -25 | -0.4 | 1 | 3 | -9 | 27 | -3 | 13 | 3
Cc1ccc(C(=O)C2=C(O)C(=O)N(Cc3cccnc3)C2c2ccc(N(C)C)cc2)o1 (centres undefined) | 2 | 3.3 | 6 | -8 | 12 | -17 | 0 | 16 | -2
COc1ccc(OC)c(NC(=S)NCc2ccc(S(N)(=O)=O)cc2)c1 | -2 | -2.3 | 0 | 11 | 4 | 0 | -3 | 19 | 0
COc1cc(CN2CCN(c3cccc(C)c3C)CC2)cc(Br)c1O | 21 | 0.4 | -2 | 55* | 1 | 26 | 1 | 18 | -4
CCOc1ccccc1OCCn1ncc2ccc(OC)c(OC)c2c1=O | 22 | 2.5 | -1 | 2 | -23 | 14 | 0 | 3 | -1
CC(NC(=O)CN1C(=O)NC(Cc2ccccc2)(Cc2ccccc2)C1=O)C12CC3CC(CC(C3)C1)C2 (centres undefined) | 30 | -0.8 | -1 | 11 | 77* | 23 | -3 | 12 | -2
COc1ccccc1N1C(=O)CC(N2CCN(c3ccc(Cl)cc3)CC2)C1=O (centres undefined) | 16 | -0.2 | -7 | 9 | -6 | 6 | 0 | 14 | 1
CC(C)OCCCNc1nc2c([nH]1)c(=O)n(C)c(=O)n2C | -1 | 2.0 | 0 | 4 | 23 | 1 | 1 | -3 | 2
COc1ccc(CCN2CC(C(=O)NCCc3ccccn3)CCC2=O)cc1 (centres undefined) | 2 | 2.5 | -5 | 1 | 8 | -18 | 1 | 8 | 1
O=C(CSc1ncccn1)N1CCc2ccccc2C1 | 4 | -2.0 | 0 | 24 | -2 | 9 | -3 | 11 | 0
C=CCOc1ccc(C=Nc2cccc(Cl)c2)c(O)c1 | 4 | 0.4 | -2 | 8 | 1 | 5 | -1 | 8 | 0
O=C1OCCN1C(=O)[C@H]1[C@H](c2ccc(Cl)cc2)C(c2cccc(Cl)c2)=NN1c1ccc(Br)cc1 | 15 | 5.3 | -2 | 34 | 43 | 19 | · | · | 18*
Cc1csc(NC(=O)c2ccc(S(=O)(=O)N3CCCC3)cc2)n1 | 7 | 1.1 | -1 | 14 | -14 | -1 | -4 | -6 | -1
Cn1c(CC(=O)Nc2ccccc2)n[nH]c1=S | -14 | 1.0 | 0 | -4 | 16 | 8 | -2 | 9 | 0

In the list so far, 6 contain four or more nitrogen atoms.
SMILES | TIM10 inh | UPR CHOP act | XBP1 UPR activ | tim23-1 inh | Mdm2-MdmX inh | tim10-1 inh | APJ agonist | NALP3 yeast inh | GRIN3A LBD mod
CC(C)Cn1c(N)c(C(=O)CSc2nnc(C3CC3)n2C2CC2)c(=O)n(C)c1=O | 5 | 0.5 | -1 | 22 | 20 | 13 | 0 | 8 | 0
CCC(C)(C)n1nnnc1C(C(C)C)N1CCN(C)CC1 (centres undefined) | -14 | -1.1 | 0 | -2 | -12 | 3 | -2 | -5 | 0
CCC(C)(C)n1nnnc1C(c1ccc(C)cc1)N1CCN(Cc2cccnc2)CC1 (centres undefined) | 7 | -1.6 | 1 | -3 | -3 | -1 | 1 | 6 | -3
Cc1cccc(NC(=O)c2ccc(NCC3CCCO3)c([N+](=O)[O-])c2)n1 (centres undefined) | 10 | 1.8 | 1 | 3 | -22 | 13 | 0 | 19 | 0
CC(C)OCCCNc1nc2c([nH]1)c(=O)n(C)c(=O)n2C | -1 | 2.0 | 0 | 4 | 23 | 1 | 1 | -3 | 2
Cn1c(CC(=O)Nc2ccccc2)n[nH]c1=S | -14 | 1.0 | 0 | -4 | 16 | 8 | -2 | 9 | 0

Compound activity deposited in PubChem by Sanford-Burnham Center for Chemical Genomics.
